# HepG2 tox = kills HepG2 cells in TGF-b inhibitor counter-screen; HepG2 CAGA-GFP viability, ATP luminescence, 18 h; Potency, µM (series often up to 46.1 µM), without a hit: at the top dose activity change, negative = cytotoxicity, most hits filed as cytotoxic; actives 0.76% (n = 410,000); AID 588856; note: potency is the fitted concentration of half-maximal effect; some results filed as inactive show a strong effect at the top dose
#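 CellTiter-Glo luminescence gave cytotoxicity after 18 hours at 37 degrees C. The cells were HepG2 CAGA-GFP in 1% FBS DMEM, stimulated with 500 pg/mL TGF-beta after compound addition. %Activity was normalised to no-cell wells (complete cell-killing) and DMSO (no toxicity), and curves were fitted and classified.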
# ATXN viability = reduces viability in counter-screen for ATXN expression inhibitors. S2 cells (HEK-293 line with an ATXN2-luciferase reporter) viability, CellTiter-Fluor protease fluorescence, 24 h. actives 0.49% (n = 400,000). Potency, µM (series often up to 56.7 µM), actives largely listed as cytotoxic. AID 651635; note: potency is the fitted concentration of half-maximal effect; nearly all actives have a fitted effect of over 40% in size
# Nrf2 block = inhibitors of Nrf2 signaling; A549 ARE-Fluc reporter, luciferase luminescence, 18-24 h; Potency, µM (titrated, usually from 46 µM), for the others: at the highest dose activity change, negative = inhibition, actives largely listed as inhibitors; actives 2.1% (n = 360,000); AID 504444; note: potency is the fitted concentration of half-maximal effect; % is set by controls: 0 for no effect and ±100 for the full control effect; nearly all actives have a fitted effect of over 60% in size
#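 In this cell-based qHTS, ARE-driven firefly luciferase in A549 cells reports Nrf2 activity; the luminescent signal after BugLite lysis is the measured value, with a prior CellTiter-Fluor read for cell health.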
# TGFb inhibitor = TGF-b pathway inhibition; Potency, µM (highest dose often 46.1 µM), inactives show top-dose activity, negative = inhibition, hits mostly inhibitors; HepG2 CAGA-GFP TGF-b/SMAD3 reporter, GFP fluorescence, 18 h; TGF-beta stimulated, 500 pg/mL final; actives 1.2% (n = 410,000); note: potency is the fitted concentration of half-maximal effect; % is set by controls: 0 for no effect and ±100 for the full control effect; nearly all actives have a fitted effect of over 65% in size
#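 Using HEPG2 CAGA-GFP reporter cells at 1000 cells/well, we pinned test compounds, stimulated with recombinant TGF-beta (500 pg/mL final) and measured total well GFP after 18 h.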
# IL-1B inflam inh = blocks inflammasome-driven IL-1 beta release; activity change, % at 57.5 µM; AID 743279; THP-1 LPS/ATP IL-1B secretion, AlphaLISA, 16 h; active compounds read low; actives 4.7% (n = 360,000); in the data active = activity change below about -50%; inconclusive = mostly about -30% to -49%; note: % is set by controls: 0 for no effect and ±100 for the full control effect
#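 Secreted IL-1B measured by AlphaLISA bead assay after 16 h compound exposure of THP-1 cells; compounds (final up to 57.5 uM) added 1 h before LPS (250 ng/mL) and ATP (1.25 mM) stimulation; lower signal means less secretion.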
# ATXN2 expr inh = ATXN2 expression inhibition; actives 0.72% (n = 360,000); AID 1745845; Potency, µM (doses to about 57 µM), for the others: at the highest dose activity change, negative = inhibition, most hits filed as inhibitors; HEK-293 ATXN2-luciferase reporter, luminescence, 24 h; note: potency is the fitted concentration of half-maximal effect; % is set by controls: 0 for no effect and ±100 for the full control effect; nearly all actives have a fitted effect of over 55% in size
#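 qHTS (up to 57 uM final) was run with 24 h compound exposure of reporter cells at 37 °C. Each well was multiplexed: SteadyGlo luminescence measured ATXN2-luciferase expression after a fluorogenic Gly-Phe-AFC viability readout (25 uM final).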
# MCF10A rerep = induces DNA re-replication in MCF 10a normal breast cells | MCF 10A DNA re-replication, Hoechst nuclear intensity, 48 h | actives 2.9% (n = 350,000) | Potency, µM (highest dose often 46.1 µM), for the others: at the highest dose activity, positive = re-replication, actives largely listed as activators; note: potency is the fitted concentration of half-maximal effect; % of control where 0% means no effect; nearly all actives have a fitted effect of over 50% in size
# Nrf2 ARE act = activates Nrf2 signaling. AREc32 ARE-luciferase reporter (MCF7-derived line), luminescence, 24 h. Potency, µM (top dose mostly 46.1 µM), without a hit: at the highest dose activation, most hits filed as activators. actives 0.31% (n = 410,000). AID 624171; note: potency is the fitted concentration of half-maximal effect; % of control where 0% means no effect; nearly all actives have a fitted effect of over 65% in size
#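 Steps: seed AREc32_Fluc cells (1000/well, 5% FBS OPTI-MEM); incubate overnight at 37 deg C; add 23 nL compound; incubate 24 hr; add Steady-Glo; hold 30 min RT; read luminescence.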
# A549 viability = kills or reduces viability of A549 cells in Nrf2 counter-screen; A549 ARE-Fluc cells, CellTiter-Fluor viability, 18-24 h; Potency, µM (doses to about 46 µM), for inactives: at the top dose activity change, negative = cytotoxicity, usual class: inhibitors; actives 0.16% (n = 390,000); note: potency is the fitted concentration of half-maximal effect; % is set by controls: 0 for no effect and ±100 for the full control effect
#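 Cytotoxicity counterscreen: CellTiter-Fluor fluorescence was measured in A549 ARE_Fluc cells after 18-24 h of compound exposure in a concentration series. The subsequent BugLite luminescent read reports ARE-luciferase activity.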
# Active calls of the source: *; i = inactive; ? = inconclusive; / = no result given. Unless noted, calls come from the whole dose curve; as a rule, active = well fitted curve in the direction sought with a large enough effect; inconclusive = small, poorly fitted or top-dose-only effect, or another doubt; inactive = no such curve, though single readings can be large; an effect the other way counts as inactive or inconclusive.
SMILES,HepG2 tox,ATXN viability,Nrf2 block,TGFb inhibitor,IL-1B inflam inh,ATXN2 expr inh,MCF10A rerep,Nrf2 ARE act,A549 viability
Cc1onc(-c2ccccc2)c1C(=O)Nc1ccc(S(=O)(=O)N2CCCCC2)cc1,-3%,i,-25%,-28%,-19,-3%,26%,0.2%,0%
CCOC(=O)c1ccc(NCc2ccc3c(c2)OCO3)cc1,-4%,i,-10%,-6%,-14,12%,?,2.2%,4%
O=C(O)C(CO)N=Cc1c(O)c2ccccc2oc1=O (stereo not given),1%,i,6.5µM*,-13%,0,-15%,-12%,0.2%,?
Cc1ccc(C(=O)COC(=O)CCC(=O)NC2CCCCC2)cc1[N+](=O)[O-],-6%,/,-3%,7%,0,-33%,-7%,-0.1%,6%
CCOC(=O)[C@]12CCCC=C1N(Cc1cccc3ccccc13)C(=O)[C@H](CC(=O)NCc1cccc3ccccc13)C2,/,i,/,/,-6,5%,/,-1.1%,/
CCCCCOc1ccc(/C=C/c2c([N+](=O)[O-])c(=O)n(C)c(=O)n2C)cc1,3%,i,-3%,4%,-86*,-29%,?,?,0%
O=C(CC1C[C@H](C(=O)N2CCOCC2)[C@@]2(CCC3CCCC3)c3[nH]c4ccccc4c3CCN2C1=O)NCc1cccc(C(F)(F)F)c1 (stereo not given in full),4%,i,8%,24%,3,2%,4%,0.4%,0%
COc1ccc(CNC(=O)c2c(Nc3ccccc3C)sc(C(=O)c3ccccc3)c2N)cc1,-75%,/,/,?,/,?,/,-1.2%,?
O=C(OCc1cc(=O)n2ccsc2n1)C1(c2ccccc2)CC1,-9%,i,/,7%,49,/,/,-0.5%,/
O=C(NCCc1ccc(Cl)cc1)C(=O)NCC(c1cccs1)S(=O)(=O)c1ccccc1 (stereo not given),-21%,i,/,6%,/,-17%,/,0.2%,6%
O=C(CN1CCN(Cc2ccccc2F)C1=O)NCc1ccco1,-12%,i,-5%,0%,-8,7%,-2%,-0.5%,-10%
Cc1cnc(NC(=O)c2ccc(OCC3CCCO3)cc2)s1 (stereo not given),0%,i,?,?,29,?,14%,-2.1%,0%
Cc1ccc2ncccc2c1[N+](=O)[O-],-4%,i,0%,-17%,0,27%,?,0.0%,8%
Cc1cccc(NC(=O)Cn2nc(C(F)(F)F)cc2C2CC2)c1,-30%,i,?,1%,2,-1%,5%,0.3%,?
CCOc1ccc(CNc2nnnn2C)cc1OC,9%,i,2%,8%,4,-1%,-1%,0.3%,1%
O=c1[nH]c(SCc2ccc([N+](=O)[O-])cc2)nc2[nH]ncc12,-3%,i,?,0%,9,22%,0%,9.1%,0%
COCCNC(=O)C1(C)CCN(C(=O)c2ccc3sccc3c2)C1 (stereo not given),-3%,i,/,-2%,3,13%,/,0.3%,/
O=C(c1ccco1)N1CCCN(C(=O)c2ccco2)CC1,6%,i,/,25%,0,6%,6%,0.0%,-5%
O=C(O)CSc1nnc(Cn2cnc3ccccc32)n1CCc1ccccc1,-4%,i,-6%,?,20,4%,-18%,0.4%,-1%
CCOc1ccccc1NC(=O)C1=C(C)NC(=O)NC1c1cccs1 (stereo not given),5%,i,-3%,14%,?,4%,-1%,0.3%,-2%
C=CCNC(=O)c1ccc(N(Cc2ccccc2)S(C)(=O)=O)cc1,-27%,i,-29%,-1%,-2,/,-1%,-0.4%,5%
Cc1ccc(NC2CCCN(C(=O)c3ccc(F)cc3)C2)cc1C (stereo not given),-12%,i,0%,-11%,32,-12%,14%,0.0%,0%
COc1ccc(NS(=O)(=O)c2cccc(C(=O)N/N=C/c3c(F)c(F)c(F)c(F)c3F)c2)cc1,-86%,?,19%,?,0,?,18µM*,?,-7%
Cc1ccc(CNC(=O)Cn2ccc(NC(=O)OCc3ccccc3)nc2=O)o1,-4%,i,-7%,0%,1,-3%,3%,-0.3%,4%
O=S(=O)(c1ccc(Cl)cc1)N1CCCC1c1nc2ccccc2s1 (stereo not given),-24%,i,-14%,?,-18,-16%,20%,0.5%,0%
CCCCCn1c(=N)c(S(=O)(=O)c2ccc(Cl)cc2)cc2c(=O)n3cccc(C)c3nc21,0%,i,-4%,14%,10,0%,?,-1.2%,2%
CC(=O)c1ccc(N2CCN(C(=O)C3CCCN3S(=O)(=O)c3cccc4nsnc34)CC2)cc1 (stereo not given),2%,i,15%,-1%,27,-1%,1%,0.0%,-2%
O=C(c1ccco1)N1CCN(CC(O)Cn2c3ccccc3c3ccccc32)CC1 (stereo not given),-17%,i,6%,-12%,-24,-7%,-6%,-0.8%,-4%
Cc1cc(C)cc(OCCCCCNCCO)c1,-22%,i,/,4%,-6,-14%,-5%,-0.6%,5%
COc1ccc(N(C)C(=O)c2cnc(N3CCN(c4ncccn4)CC3)c3ccccc23)cc1,-10%,i,2%,15%,-8,-12%,18%,0.1%,12%
CCS(=O)(=O)N1CCN(Cc2c[nH]c3ccccc23)CC1,-26%,/,6%,0%,30,-3%,2%,0.5%,6%
COc1ccccc1-c1nnc(SCC(=O)c2ccc(C3CCCCC3)cc2)n1Cc1ccco1,-33%,?,?,0%,-19,-19%,?,-0.8%,?
CC(C)c1ccc(NC(=S)N2CCN(C)CC2)cc1,-3%,i,28%,4%,-3,18%,-27%,0.7%,0%
CCN(CC)C(=O)[C@H]1CC(CC(=O)NCCc2ccccn2)C(=O)N2CCc3c([nH]c4ccc(OC)cc34)[C@]12C (stereo not given in full),-5%,i,-4%,-2%,-10,-7%,?,-0.2%,-3%
Cc1ccc2oc(-c3ccc(NC(=O)c4cccnc4)cc3)nc2c1,0%,?,/,-8%,-9,9%,22%,0.9%,15%
CCC(c1nnnn1Cc1ccccc1)N(Cc1ccco1)Cc1cc2cc(OC)ccc2[nH]c1=O (stereo not given),4%,?,?,0%,-54*,-19%,?,9.9%,-13%
Cc1ccc(C(=O)NCC(=O)N2CCN(S(=O)(=O)c3cccs3)CC2)s1,15%,i,8%,1%,8,-18%,-1%,0.3%,6%
O=c1oc2ccc(F)cc2cc1-c1nc(-c2cccs2)no1,3%,/,20%,1%,/,/,/,4.9%,-1%
O=C(NC(NC(=S)Nc1ccc(Cl)cc1Cl)C(Cl)(Cl)Cl)c1cccc([N+](=O)[O-])c1 (stereo not given),13µM*,?,?,?,-102*,?,12µM*,7.8%,?
COc1ccc(C(=O)NC2CCN(CC(=O)NCc3cccc(OC)c3)CC2)cc1,-11%,i,3%,3%,-9,-11%,-6%,3.9%,-1%
CCOc1ccc(CN(C)C(=O)NNC(=O)c2ccc(C)cc2)cc1OC,3%,i,4%,7%,12,5%,2%,0.1%,-22%
C#CCO[C@@H]1C[C@H](n2cnc3c(=O)[nH]c(NC(=O)C(C)C)nc32)O[C@@H]1CO,2%,i,8%,15%,6,3%,-12%,-0.8%,-9%
CCN(CC)CCCNC(=O)c1ccc(OCC(=O)Nc2ccccc2C(F)(F)F)c(OC)c1,-38%,?,12%,-14%,-62*,-31%,18µM*,-0.2%,11%
CCOc1ccc(C(=O)NCC(=O)N2CCCC2)cc1,-3%,i,25%,-5%,26,11%,1%,2.5%,22%
Cc1cc(NC(=O)c2cc(-c3ccc(F)cc3)on2)nn1Cc1ccc(Cl)cc1,-8%,/,6.5µM*,4%,/,/,/,-0.5%,-14%
CCN(Cc1cnn(C)c1)C(=O)C1CCC(=O)N(CCc2ccc(OC)cc2)C1 (stereo not given),3%,i,-5%,16%,20,4%,0%,0.1%,3%
O=[N+]([O-])c1ccc(S(=O)(=O)N2CCSC2c2ccco2)cc1 (stereo not given),7%,i,7%,-14%,-6,4%,1%,5.3%,-11%
O=C(O)C1CCCCC1C(=O)Nc1cccc2ccccc12 (stereo not given),-15%,i,7%,-20%,34,-3%,8%,0.2%,-1%
CC(C)C[C@H]1CN(CCCC[C@H]2CNC(=O)C(=O)N2CCc2ccc(O)cc2)C(=O)C(=O)N1CCC1CCCCC1,/,i,/,/,0,0%,/,-1.5%,/
CCc1ccccc1NC(=S)N(CCN1CCCCC1)Cc1ccco1,11%,i,-16%,6%,-8,-13%,-1%,0.1%,-1%
CCN(CC(=O)Nc1c(F)cccc1F)C(=O)C1CC1C (stereo not given),5%,i,10%,-23%,-8,1%,-1%,0.1%,0%
CCc1cccc(NC(=O)CSc2ncc3c(n2)-c2ccc(Cl)cc2N(Cc2ccccc2)S3(=O)=O)c1,-18%,i,?,-13%,/,-9%,/,0.2%,-1%
CCCCN(C)C1CCN(C(=S)Nc2ccc(OC)cc2)CC1,-38%,i,-16%,10%,4,4%,1%,0.3%,0%
OC(Cn1cncn1)c1ccc(Cl)cc1 (stereo not given),4%,i,/,-9%,10,6%,4%,-1.0%,4%
Cc1ccc(NC(=O)c2ccc(S(=O)(=O)NCc3cccnc3)cc2)c(C)c1,-5%,i,-16%,-16%,2,0%,6%,4.4%,1%

# Nrf2 block: entries above that show a hit
compound	Nrf2 block	TGFb inhibitor	IL-1B inflam inh
O=C(O)C(CO)N=Cc1c(O)c2ccccc2oc1=O (stereo not given)	6.5µM*	-13%	0
Cc1cc(NC(=O)c2cc(-c3ccc(F)cc3)on2)nn1Cc1ccc(Cl)cc1	6.5µM*	4%	/

# Record cards, from the list above. Order of screens: HepG2 tox	ATXN viability	Nrf2 block	TGFb inhibitor	IL-1B inflam inh	ATXN2 expr inh	MCF10A rerep	Nrf2 ARE act	A549 viability
# CCc1cccc(NC(=O)CSc2ncc3c(n2)-c2ccc(Cl)cc2N(Cc2ccccc2)S3(=O)=O)c1 is entered as -18%	i	?	-13%	/	-9%	/	0.2%	-1%
# O=C(O)C1CCCCC1C(=O)Nc1cccc2ccccc12 (stereo not given) is entered as -15%	i	7%	-20%	34	-3%	8%	0.2%	-1%

# High-throughput results (PubChem)
